Assay outcomes: PubChem BioAssay, National Center for Advancing Translational Sciences (NCATS)
D2 antagonist: D2 dopamine receptor (human) antagonism. P14416. HEK293 TREx D2 cells, calcium flux, dopamine EC80. inhibition, % at 10 µM. 340,000 tested, 2% active. AID 485344; in the data active means inhibition above about 30%; further: 0% is about no effect
Target sequence (P14416 whole entry, looked up): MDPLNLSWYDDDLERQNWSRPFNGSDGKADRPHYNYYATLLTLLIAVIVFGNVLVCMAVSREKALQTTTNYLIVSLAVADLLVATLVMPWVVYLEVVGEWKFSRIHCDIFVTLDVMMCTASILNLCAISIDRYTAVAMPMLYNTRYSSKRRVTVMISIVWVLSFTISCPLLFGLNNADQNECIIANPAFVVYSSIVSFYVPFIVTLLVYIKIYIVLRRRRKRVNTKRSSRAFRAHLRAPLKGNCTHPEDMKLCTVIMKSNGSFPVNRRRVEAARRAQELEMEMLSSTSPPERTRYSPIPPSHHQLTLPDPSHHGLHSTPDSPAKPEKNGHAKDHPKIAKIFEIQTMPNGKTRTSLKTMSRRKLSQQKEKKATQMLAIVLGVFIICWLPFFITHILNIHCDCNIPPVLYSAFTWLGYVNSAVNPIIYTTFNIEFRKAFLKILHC
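Compounds are added to dye-loaded, induced HEK293 T-REx cells coupled to calcium release via D2; after a 3 min kinetic read an EC80 dopamine stimulus is given and fluorescence is recorded for 3 more min.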
D1 PAM: enhances dopamine response at the human D1 receptor; 360,000 tested, 0.036% active; potentiation, % at 10 µM; AID 504651; P21728; HEK293 TREx D1 cells, calcium flux, dopamine EC20 potentiation; in the data active means potentiation above about 30%; further: 0% is about no effect
Target sequence (P21728 whole entry, looked up): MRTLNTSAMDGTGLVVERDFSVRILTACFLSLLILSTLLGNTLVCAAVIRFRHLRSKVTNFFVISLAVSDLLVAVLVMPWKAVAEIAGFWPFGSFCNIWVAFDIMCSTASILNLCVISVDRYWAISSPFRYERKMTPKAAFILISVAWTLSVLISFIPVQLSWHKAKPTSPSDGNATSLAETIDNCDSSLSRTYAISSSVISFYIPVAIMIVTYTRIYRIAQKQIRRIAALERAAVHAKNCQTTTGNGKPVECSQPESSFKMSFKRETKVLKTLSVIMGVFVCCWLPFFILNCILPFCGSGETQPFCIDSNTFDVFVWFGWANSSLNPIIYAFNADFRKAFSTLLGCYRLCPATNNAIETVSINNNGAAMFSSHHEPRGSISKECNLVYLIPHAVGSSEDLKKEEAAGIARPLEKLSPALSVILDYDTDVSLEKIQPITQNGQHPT
D1 antagonist: human D1 dopamine receptor antagonism. 360,000 tested, 3.2% active. P21728. HEK293 TREx D1 cells, calcium flux, dopamine EC80; active compounds read low. activity change, negative = inhibition, % at 10 µM; in the data active means activity change below about -30%; further: on the % scale 0 is the no-effect control and ±100 the full control effect
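Kinetic fluorescence of a calcium dye serves as the read-out. D1-expressing Hek293 Trex cells, induced overnight at 30 C, are exposed to compound for 180 s before an EC80 dopamine addition, then read 180 s further.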
RXFP1 ag: activates the human relaxin receptor RXFP1; HEK293T-RXFP1 cAMP TR-FRET, 30 min; response scale: percent of porcine relaxin response, buffer zero; Potency, µM (series often up to 57.5 µM), without a hit: top-dose activation, usual class: activators; 370,000 tested, 0.3% active; AID 2676; active means well fitted activation curve with a large enough effect; further: potency means the concentration at half of the fitted maximal effect; on the % scale 0 is the no-effect control and ±100 the full control effect; nearly all actives have a fitted effect of over 60% in size; many of its hits are not listed in these tables
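HEK293 cells stably expressing RXFP1, treated 30 min at 37C with compounds plus PDE4 inhibitor Ro 20174; cAMP measured by HTRF TR-FRET. Normalized to buffer and 29 nM porcine relaxin; EC50 by Hill fit.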
RXFP1 antag: blocks the human relaxin receptor RXFP1 | HEK293-RXFP1, relaxin-stimulated cAMP HTRF, 30 min; active compounds read low | activity change, negative = inhibition, % at 57.5 µM | 350,000 tested, 0.59% active | AID 1259400;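 active means activity change of -60% or lower, but not beyond a set lower limit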; further: on the % scale 0 is the no-effect control and ±100 the full control effect
TRHR PAM: TRH receptor (human) allosteric enhancement; P34981; TRHR cells, fluo-8 calcium fluorescence, EC20 TRH enhancement; enhancement, % at 2 µM; 360,000 tested, 0.66% active; AID 493056; in the data active means enhancement above about 30%; further: 0% is about no effect
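Enhancer read-out: after compound pinning and an initial kinetic agonist-mode read, an EC20 of TRH (10 nM final) was injected and fluo-8 calcium signal (Ex 480/Em 530) followed at 1 s/cycle for 100 cycles in TRHR-expressing cells.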
D2 PAM: positively modulates the human D2 dopamine receptor allosterically; HEK293 T-REx D2, calcium flux, EC20 dopamine potentiation; P14416; 340,000 tested, 0.34% active; potentiation, % at 10 µM;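 active means potentiation over 3 SD above the plate norm, cut at about 30% in these data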; further: 0% is about no effect
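Potentiation of an EC20 dopamine calcium response is measured in a force-coupled, tetracycline-inducible Hek293 Trex D2 line. Compound-only kinetic reads over 180 s flag agonists before dopamine addition.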
D2 agonist: activates the human D2 dopamine receptor; HEK293 T-REx D2 cells, calcium flux agonist mode; 340,000 tested, 0.53% active; P14416; activation, % at 2 µM; AID 485358;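 active means activation over 3 SD above normal in the single-dose calcium agonist read, cut at about 30% in these data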; further: 0% is about no effect
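In this primary screen, compounds producing a positive calcium signal within 180 s of addition to tetracycline-induced, force-coupled HEK293 Trex D2 cells are flagged; cells are dye-loaded with a no-wash calcium kit beforehand.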
D1 agonist: human D1 receptor agonism; P21728; HEK293 T-REx D1 cells, calcium flux, agonist mode; activation, % at 2 µM; 360,000 tested, 1% active; AID 504660; in the data active means activation above about 30%; further: 0% is about no effect
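Tetracycline-induced HEK293 TREx D1 cells, force-coupled to calcium signalling, were dye-loaded with a no-wash calcium kit. Compound was pin-added after a 10 s baseline. Fluorescence was read kinetically at 1 cycle/s for 180 s, with calcium rises flagged as agonism.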
* marks the source's active call; other numbers are inactive results; nt = not tested or not shown. Only part of the results is shown; rates above refer to the full screens.

The first 4 records, ahead of the listing:
Second line of a record: D2 antagonist	D1 PAM	D1 antagonist	RXFP1 ag	RXFP1 antag	TRHR PAM	D2 PAM	D2 agonist	D1 agonist
> CC(C)OC(=O)C1C2C=CC3(CN(C(C)c4ccc(Br)cc4)C(=O)C13)O2 (stereo not drawn)
→ 2	2	2	1.2%	-11	1	11	0.4	1
> CN1CCN(C(=O)c2ccc(N(Cc3ccccc3Cl)S(C)(=O)=O)cc2)CC1
→ -18	-2	-6	0.6%	-13	-1	20	-1.8	0
> O=C(NC1CCN(Cc2ccccc2)CC1)c1ccc2c(c1)[nH]c(=O)n2Cc1ccc(F)cc1
→ -10	-2	-2	-1.6%	-19	-3	-2	-0.4	2
> Cc1ccccc1N(CC(=O)Nc1ccccc1C(=O)NCc1ccco1)S(=O)(=O)c1ccccc1
→ -7	11	11	-0.2%	5	7	3	0.3	9

The listing, from the first entry:
Second line of a record: D2 antagonist	D1 PAM	D1 antagonist	RXFP1 ag	RXFP1 antag	TRHR PAM	D2 PAM	D2 agonist	D1 agonist
> CC(C)OC(=O)C1C2C=CC3(CN(C(C)c4ccc(Br)cc4)C(=O)C13)O2 (stereo not drawn)
→ 2	2	2	1.2%	-11	1	11	0.4	1
> CN1CCN(C(=O)c2ccc(N(Cc3ccccc3Cl)S(C)(=O)=O)cc2)CC1
→ -18	-2	-6	0.6%	-13	-1	20	-1.8	0
> O=C(NC1CCN(Cc2ccccc2)CC1)c1ccc2c(c1)[nH]c(=O)n2Cc1ccc(F)cc1
→ -10	-2	-2	-1.6%	-19	-3	-2	-0.4	2
> Cc1ccccc1N(CC(=O)Nc1ccccc1C(=O)NCc1ccco1)S(=O)(=O)c1ccccc1
→ -7	11	11	-0.2%	5	7	3	0.3	9
> COc1ccc(-n2c(=O)c3ccc(C(=O)NCc4ccc(C)cc4)cc3n(CC(=O)Nc3ccc(F)cc3)c2=O)cc1
→ nt	0	8	32µM*	nt	6	12	1.0	2
> C#CCOCCOCCOCCNc1nc(N2CCN(C(=O)Cn3cc(CCCN=C(N)N)nn3)CC2)nc(N2CCN(C(=O)[C@H](C)n3cc(CCCN=C(N)N)nn3)CC2)n1
→ -6	1	15	-1.2%	nt	9	-3	2.0	-1
> CCC1CCc2c(sc(NC(=O)c3ccoc3C)c2C(N)=O)C1 (stereo not drawn)
→ 11	12	-8	-0.1%	-10	5	8	0.5	1
> CCC(=O)c1ccc(OCC(O)CN2CCN(c3cccc(C(F)(F)F)c3)CC2)cc1 (stereo not drawn)
→ nt	-2	5	2.0%	-21	4	-19	nt	2
> COc1cccc(CNC(=O)C2CCN(S(=O)(=O)c3cccc4cccnc34)CC2)c1
→ 7	1	1	2.1%	nt	-3	1	0.1	-3
> C/C(=N\NC(=O)c1cccc(S(=O)(=O)N2CCOCC2)c1)c1ccc(C)cc1
→ -11	0	8	-0.4%	-3	6	-4	-0.1	0
> CC(=O)Nc1ccc(C(=O)OCC(=O)N2CCN(C(=O)c3ccco3)CC2)cc1
→ -37	-1	-1	-0.5%	8	0	-14	0.3	3
> CCCCCCCCNC(=O)c1cccnc1SCC(=O)Nc1ccc(OC)cc1OC
→ -3	1	6	-1.1%	1	-1	5	-2.9	2
> Cc1cc(CNC(=O)C2CCC(=O)N(CCc3cccc(F)c3)C2)on1 (stereo not drawn)
→ 18	-7	-3	0.8%	-4	-2	-13	0.4	2
> O=C(N/N=C/c1cccs1)c1cc(-c2ccc3ccccc3c2)n[nH]1
→ 4	-6	8	-1.0%	-30	9	-3	0.0	2
> COc1ccc(N=CC2=C(O)CCCC2=O)cc1
→ 8	-1	5	0.0%	4	-3	-5	0.5	4
> O=C(NCCNC(=O)c1ccccn1)c1ccc(F)cc1
→ -3	nt	-7	1.5%	2	9	3	6.0	6
> COC(=O)c1ccc(CSc2n[nH]c(=S)s2)o1
→ 15	-4	-3	0.1%	-5	1	0	-0.2	0
> CC1(OC(=O)C2CCCC2)C(=O)C=C2C=C(c3ccsc3)N(Cc3ccc4c(c3)OCO4)C=C2C1=O (stereo not drawn)
→ -7	2	-17	0.0%	nt	2	-15	-0.4	0
> CC(NC(=O)Cn1ccsc1=N)C12CC3CC(CC(C3)C1)C2 (stereo not drawn)
→ nt	-4	-7	-0.4%	-12	-5	nt	nt	10
> C/C=C(/C)C(=O)O[C@@H]1[C@H](OC(=O)C=C(C)C)c2c(ccc3ccc(=O)oc23)OC1(C)C
→ -24	-3	14	1.7%	nt	-4	7	-1.4	-1
> O=C(COc1ccccc1N1C(=O)c2ccccc2C1=O)c1ccc(Cl)cc1
→ 0	-8	6	0.8%	11	2	-1	-0.2	2
> Cc1ccc(C)c(N2CCN(S(=O)(=O)c3ccc4[nH]c(=O)c(=O)[nH]c4c3)CC2)c1
→ -15	0	10	-2.0%	-7	-11	-3	0.6	6
> COc1cccc(C(=O)N2CCN(CCCc3ccccc3)CC2)c1OC
→ 0	-3	-17	0.7%	-11	3	-20	24	3
> COc1ccc(NC(=S)NC(NC(=O)c2cccc(C)c2)C(Cl)(Cl)Cl)c([N+](=O)[O-])c1 (stereo not drawn)
→ nt	3	2	0.2%	-1	0	nt	nt	2
> CCc1c(C)nc2cc(C)[nH]n2c1=O
→ 1	2	-1	1.8%	9	-1	6	0.6	1
> CCCSc1ncc(Cl)c(C(=O)Nc2ccc(CC)cc2)n1
→ nt	0	-3	1.3%	-37	-7	-1	-0.3	9
> CCCCn1c(N)c(N(CC)C(=O)c2cccc(S(=O)(=O)N3CCCc4ccccc43)c2)c(=O)[nH]c1=O
→ nt	-10	-2	3.1%	-6	-1	nt	nt	2
> Cc1cc(Cl)n2c(nc3cc(F)c(F)cc32)c1C#N
→ -18	-5	-7	16%	-35	1	9	3.2	2
> CCOC(=O)c1cccc(P(C)(C)=O)c1
→ 13	6	-13	3.0%	-3	5	-8	11	-1
> Cc1nn(CC(=O)N2CCc3ccccc3C2)c(C)c1Cl
→ 9	2	-1	2.0%	6	0	0	1.3	2
> O=C1c2ccccc2C2(c3cc(C(F)(F)F)cc(C(F)(F)F)c3)NCCN12 (stereo not drawn)
→ 0	-7	10	0.0%	-5	-3	4	0.3	5
> Cc1ccc(C2CCN(C(=O)c3cnn(-c4ccc(C)cc4)c3C3CCN(C(=O)OC(C)(C)C)CC3)C2)cc1 (stereo not drawn)
→ nt	-7	-1	1.0%	-10	6	6	nt	1
> CC1(C)CC(=O)C2=C(C1)Nc1ccccc1NC2c1ccc(F)cc1 (stereo not drawn)
→ -20	9	4	1.3%	9	1	2	0.8	2
> COc1ccc2oc(C(=O)c3ccccc3)c(N)c2c1
→ nt	-11	-23	0.9%	5	10	nt	nt	3
> CC(=O)N1CCc2c(sc(NC(=O)CCS(=O)(=O)c3ccccc3)c2C(N)=O)C1
→ -14	0	-6	1.1%	3	-2	5	1.2	4
> O=C(N/N=C/c1cc2c(cc1[N+](=O)[O-])OCO2)c1ccc2c(c1)OCO2
→ -4	nt	-2	-2.2%	-6	-5	9	0.8	4
> Cc1cc(OCc2nnc(SCC(=O)O)n2-c2ccccc2)ccc1Cl
→ -10	3	-1	1.4%	-13	1	-8	0.0	3
> CCCCOc1ccc(C2C(=O)N(C3CCCCC3)CC(=O)N2CC2CCCO2)cc1 (stereo not drawn)
→ 11	1	11	1.2%	-3	13	-9	0.3	-2
> Cn1c(C(=O)NCCN2CCN(Cc3ccccc3)CC2)cc2c(=O)n(C)c3ccccc3c21
→ -38	-5	-5	9.4%	-4	4	-25	21	2
> CCC(=O)NC(=S)Nc1ccc(NC(=O)c2cc3ccccc3o2)c(OC)c1
→ 4	-7	-8	6.0%	12	-10	4	0.4	4
> COc1ccc(-c2nn(CC(=O)NCc3ccccc3)c3c2cnc2ccc(F)cc23)cc1
→ nt	-3	-13	29%	5	0	21	0.2	3
> CCn1cc(Cl)c(C(=O)NNC(=O)CCn2nc(C)c([N+](=O)[O-])c2C)n1
→ 8	-6	-18	0.4%	13	1	-6	0.6	1
> CC1=C(C(=O)Nc2ccccc2C)C(c2cccnc2)n2nc(CCCO)nc2N1 (stereo not drawn)
→ 3	-9	8	-0.2%	-3	0	2	0.4	0
> Cc1nn(Cc2noc(C(=O)NCc3cccc(F)c3)n2)c(C)c1Br
→ nt	-2	2	-0.3%	nt	-1	14	-0.1	-2
> S=C(NCc1ccc(Cl)cc1Cl)NC1CCCCC1
→ -3	-8	-33*	0.3%	-25	-11	-3	1.1	30*
> CCOc1ccc(Nc2sc(C(=O)c3ccc(F)cc3)c(N)c2S(=O)(=O)c2ccc(C)cc2)cc1
→ nt	0	-41*	1.4%	nt	2	22	6.5	48*
> Cc1cc(C)c2nc(N3CCCC(C(=O)N4CCN(c5ncccn5)CC4)C3)sc2c1 (stereo not drawn)
→ 9	4	-12	0.9%	12	-2	13	0.0	1
> Brc1cccc(-c2nnc3sc(CNCc4ccco4)cn23)c1
→ nt	-1	-26	5.6%	nt	-4	-16	nt	3
> Cc1cccc(C(=O)Oc2coc(CSc3nnc(NC(=O)C4CC4)s3)cc2=O)c1
→ nt	7	9	0.5%	-6	-11	nt	nt	1
> N#Cc1ccccc1OCC(=O)N1CCN(c2ccccc2F)CC1
→ nt	-5	7	-0.2%	-5	6	7	-0.5	6
> Nc1ccc(O)c2c(=O)cc(-c3ccccc3Cl)oc12
→ -8	15	-25	3.8%	nt	-2	3	1.2	3
> N#Cc1ccccc1OCC(=O)OCC(=O)c1ccc2c(c1)NC(=O)CO2
→ 10	2	12	1.8%	8	-4	3	nt	3
> COc1ccccc1OCc1ccc(C(=O)N2CCN3CCCC3C2)cc1 (stereo not drawn)
→ nt	-2	10	0.4%	2	8	nt	nt	1
